Screens as filed in PubChem BioAssay.
ELG1 repair inh – ELG1-dependent DNA repair inhibition; HEK293T ELG1-luciferase reporter, luminescence, 16 h; DNA damage induced by 5-fluorouridine; Potency, µM (series often up to 46.1 µM), for inactives: top-dose activity change, negative = inhibition, actives largely listed as inhibitors; 330,000 compounds, 2.3% hits; AID 504467; also: potency is read from the fitted curve at half-maximal effect; % is scaled to controls: 0 for no effect and ±100 for the full control effect; nearly all actives have a fitted effect of over 55% in size
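In this reporter screen, reduction of luminescence relative to DMSO vehicle indicated activity. Compounds and 5-fluorouridine were added together to 2,000 cells per well, incubated for 16 hr at 37 °C, then developed with ONE-Glo.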
Mito fusion yeast – blocks mitochondrial division or promotes mitochondrial fusion; S. cerevisiae fusion-defective mutant growth rescue, CellTiterGlo 48 h; Potency, µM (series often up to 46.1 µM), for inactives: at the top dose growth rescue (activation), usual class: activators; 320,000 compounds, 0.23% hits;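 also: potency is read from the fitted curve at half-maximal effect; % of control where 0% means no effect; nearly all actives have a fitted effect of over 45% in size; temperature-sensitive fusion mutants such as fzo1-1 at 37 °C on non-fermentable ethanol glycerol medium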
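Temperature-sensitive fusion-defective S. cerevisiae (e.g. fzo1-1, mgm1-5) were grown with compound in YPEG medium (3% ethanol, 3% glycerol) for 48 hours at 37C. Growth rescue was measured as viability by CellTiterGlo luminescence after 10 minutes at ambient.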
FLuc modulator – inhibits or activates purified firefly luciferase, miR-21 counter-screen; P08659; purified FLuc, Km substrates, luminescence inhibition; Potency, µM (series often up to 57.5 µM), for inactives: top-dose activity change, negative = inhibition, usual class: inhibitors; 360,000 compounds, 6.9% hits; AID 588342;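 also: potency is read from the fitted curve at half-maximal effect; plate controls were vehicle for no effect and reference inhibitor for full effect; nearly all actives have a fitted effect of over 55% in size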
Target sequence (P08659 whole entry, looked up): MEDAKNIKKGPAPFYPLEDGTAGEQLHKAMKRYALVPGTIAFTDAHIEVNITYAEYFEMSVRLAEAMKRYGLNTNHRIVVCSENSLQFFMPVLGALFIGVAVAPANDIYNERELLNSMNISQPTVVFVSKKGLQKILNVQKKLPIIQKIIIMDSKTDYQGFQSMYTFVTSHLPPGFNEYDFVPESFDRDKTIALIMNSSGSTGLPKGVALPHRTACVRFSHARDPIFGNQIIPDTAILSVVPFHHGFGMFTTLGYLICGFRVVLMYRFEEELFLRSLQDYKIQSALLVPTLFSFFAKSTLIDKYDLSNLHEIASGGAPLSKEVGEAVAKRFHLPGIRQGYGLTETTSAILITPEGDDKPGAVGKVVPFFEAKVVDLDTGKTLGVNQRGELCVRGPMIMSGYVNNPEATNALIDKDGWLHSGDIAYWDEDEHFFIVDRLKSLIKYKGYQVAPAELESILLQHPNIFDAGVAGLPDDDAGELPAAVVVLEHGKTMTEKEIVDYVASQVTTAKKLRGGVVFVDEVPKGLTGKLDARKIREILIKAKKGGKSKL
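Biochemical qHTS of compounds, final roughly 60 µM downward over six points, against 10 nM purified firefly luciferase using Km concentrations of substrates (10 uM D-luciferin, 10 uM ATP) in Tris acetate pH 7.5 buffer; luminescence output.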
Gal4-VP16 FLuc – inhibits Gal4-VP16 luciferase reporter, ROR gamma counter-screen; Drosophila S2 Gal4-VP16 UAS-luciferase, luminescence, 20 h; Potency, µM (top dose mostly 53.6 µM), for inactives: at the top dose activity, negative = inhibition, actives largely listed as inhibitors; 310,000 compounds, 3.5% hits;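 also: Gal4-VP16 expression switched on by copper sulfate through the metallothionein promoter; potency is read from the fitted curve at half-maximal effect; % is scaled to controls: 0 for no effect and ±100 for the full control effect; nearly all actives have a fitted effect of over 50% in size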
NPC1 prom act – activates the NPC1 promoter; Potency, µM (highest dose often 9.22 µM), for the others: at the highest dose activation, most hits filed as activators; 320,000 compounds, 2.4% hits; Huh7 NPC1 promoter luciferase reporter, 24 h;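 also: potency is read from the fitted curve at half-maximal effect; % of control where 0% means no effect; nearly all actives have a fitted effect of over 60% in size; reporter is driven by a mutant NPC1 promoter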
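Stably transfected Huh7 (NPC1 promoter→luciferase), 1500 cells/well in Opti-MEM + 10% FBS, 2 h settle, then compound 24 h at 37 °C. Luminescence after 10 min with Amplite reagent.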
MBNL1-CUG inh – inhibitors of human MBNL1 binding to CUG repeat RNA | TR-FRET MBNL1-His/biotin-(CUG)12 binding, 665/545 ratio | Potency, µM (doses to about 57.5 µM), for inactives: at the highest dose activity change, negative = inhibition, most hits filed as inhibitors | 280,000 compounds, 0.036% hits | Q9NR56 | AID 2675; active = well fitted inhibition curve with a large enough effect in the signal ratio, with a control signal flat, not every such curve was filed as active; inconclusive = small, poorly fitted or top-dose-only effect, or effect the other way, or a change in a side signal; inactive = no such curve, though single readings can be large or run the other way; the % refers to the signal ratio; also: potency is read from the fitted curve at half-maximal effect; % is scaled to controls: 0 for no effect and ±100 for the full control effect
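Compounds (final 92 nM to 58 uM) are added to His-tagged MBNL1 and biotin-(CUG)12, then terbium anti-His antibody and streptavidin-XL665 (5 nM final). After 60 min at room temperature, the 665/545 nm ratio is read.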
PKM2 act – activators of human pyruvate kinase M2; AID 1631; Potency, µM (top dose mostly 57.5 µM), for the others: at the top dose activation, hits mostly activators; purified PKM2, Kinase-Glo ATP luminescence, activation; response scale: 0% is enzyme alone, no compound; 260,000 compounds, 0.34% hits; also: potency is read from the fitted curve at half-maximal effect; % is scaled to controls: 0 for no effect and ±100 for the full control effect; nearly all actives have a fitted effect of over 55% in size
Target sequence (P14618 whole entry, looked up): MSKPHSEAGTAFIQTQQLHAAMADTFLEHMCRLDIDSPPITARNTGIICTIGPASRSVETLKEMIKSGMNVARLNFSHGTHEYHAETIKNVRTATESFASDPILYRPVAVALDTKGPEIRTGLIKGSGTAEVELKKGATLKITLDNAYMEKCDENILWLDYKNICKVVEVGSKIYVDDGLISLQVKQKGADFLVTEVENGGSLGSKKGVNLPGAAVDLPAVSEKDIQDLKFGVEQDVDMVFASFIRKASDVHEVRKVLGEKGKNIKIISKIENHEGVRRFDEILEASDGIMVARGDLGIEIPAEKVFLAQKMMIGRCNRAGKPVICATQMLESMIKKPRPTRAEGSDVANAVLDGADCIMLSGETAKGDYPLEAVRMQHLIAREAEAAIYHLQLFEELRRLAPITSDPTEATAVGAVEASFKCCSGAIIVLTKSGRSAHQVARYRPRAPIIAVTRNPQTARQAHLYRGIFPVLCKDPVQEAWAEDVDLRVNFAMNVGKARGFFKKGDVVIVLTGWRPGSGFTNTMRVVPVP
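Purified hPK-M2 (>95% pure) converted ADP (0.1 mM final) to ATP with 0.5 mM PEP in 50 mM imidazole pH7.2, KCl, MgCl2, Tween 20, BSA; 1 h at room temperature. ATP detected by Kinase-Glo luminescence.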
Menin MLL FP TR – displaces Texas Red mutant MLL peptide from human menin; Potency, µM (highest dose often 61.6 µM), inactives show top-dose FP activity change, negative = inhibition, most hits filed as inhibitors; O00255; Menin + Texas Red MLL mutant peptide, fluorescence polarization; 270,000 compounds, 0.23% hits; active = well fitted inhibition curve with a large enough effect in the polarisation, with a control signal flat, not every such curve was filed as active; inconclusive = small, poorly fitted or top-dose-only effect, or effect the other way, or a change in a side signal; inactive = no such curve, though single readings can be large or run the other way; the % refers to the polarisation; also: potency is read from the fitted curve at half-maximal effect; % of control where 0% means no effect; many of its hits are not listed in these tables
RORgamma inh – inhibitors of mouse ROR gamma transcriptional activity; P51450; Drosophila S2 Gal4-RORgamma UAS-luciferase reporter, 20 h; Potency, µM (highest dose often 53.6 µM), inactives show at the highest dose activity change, negative = inhibition, usual class: inhibitors; 310,000 compounds, 5.4% hits; AID 2551; also: potency is read from the fitted curve at half-maximal effect; % is scaled to controls: 0 for no effect and ±100 for the full control effect; nearly all actives have a fitted effect of over 60% in size
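Read-out: Photinus luciferase luminescence; inhibitors lower reporter signal. Insect Schneider cells with Gal4-ROR gamma fusion under metallothionein promoter, UAS reporter; 700 uM final copper sulfate induction, 20 hr, ambient temperature.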
Rab9 promoter act – activates the Rab9 promoter; Huh7 Rab9 promoter-luciferase reporter, luminescence, 24 h; Potency, µM (highest dose often 9.22 µM), without a hit: at the top dose activation, negative = inhibition, most hits filed as activators; 320,000 compounds, 2.8% hits; also: potency is read from the fitted curve at half-maximal effect; % of control where 0% means no effect; nearly all actives have a fitted effect of over 60% in size
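Measured in stably transfected Huh7 cells bearing a Rab9 promoter–luciferase construct: 24 h compound treatment at 37 °C, followed by luminescence detection.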
KCNH2 3.1 block – inhibitors of human KCNH2 3.1 potassium channel isoform; AID 720553; 340,000 compounds, 0.95% hits; U2OS KCNH2 3.1, thallium flux FluxOr; stronger effect = lower value; activity change, % (tested at about 1.8 µM);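 active = maximum activity change below -70%; inconclusive = maximum activity change from -70% to -50%; inactive = maximum activity change above -50%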;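 also: thallium influx rate constant from kinetic fluorescence after stimulation buffer; % is scaled to controls: 0 for no effect and ±100 for the full control effect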
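Thallium flux read-out: FluxOr dye with Red40 quencher in HBSS/HEPES, 45 min at RT. Rate constants from kinetic reads were normalized to positive and negative DMSO controls. Cells: U2OS virally expressing the 3.1 isoform.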
* marks the source's active call; other numbers are inactive results; ? = inconclusive; . = not tested or not shown; & = joins results of further samples; [ ] = remark or other dose. Unless noted, calls follow the shape of the dose curve; as a rule, active = well fitted curve in the direction sought with a large enough effect; inconclusive = small, poorly fitted or top-dose-only effect, or another doubt; inactive = no such curve, though single readings can be large; an effect the other way counts as inactive or inconclusive.

SMILES	ELG1 repair inh	Mito fusion yeast	FLuc modulator	Gal4-VP16 FLuc	NPC1 prom act	MBNL1-CUG inh	PKM2 act	Menin MLL FP TR	RORgamma inh	Rab9 promoter act	KCNH2 3.1 block
COc1ccc(NC(=O)CN(C)C(=O)c2ccc(N3CCCC3)c([N+](=O)[O-])c2)cc1	-2.3%	1.6%	4.2%	.	-8.6%	.	.	.	.	-0.3%	-16.8
Cc1ccc(N2C(=S)N=C(Nc3ccccc3C)C23CCOC(C)(C)C3)cc1 (stereo not given)	-0.3%	10.5%	3.8%	12.6µM*	-3.8%	-12.3%	4.3%	-6.8%	4.47µM*	0.5%	9.2
CSc1nnc2n(Cc3ccccc3)c(=O)c3c4c(sc3n12)COC(C(C)C)C4 (stereo not given)	3.7%	-2.7%	9.4%	1.9%	-1.5%	4.0%	6.3%	6.1%	4.7%	-8.3%	.
COc1ccc(N2CCN(C(=O)/C(C#N)=C/c3ccccc3)CC2)cc1	-11.6%	-2.9%	-14.4%	3.9%	-0.1%	2.9%	8.5%	-4.6%	27.6%	-3.5%	-5.7
COc1ccc(/C=N/Nc2nc(Nc3ccccc3)nc(N3CCCC3)n2)cc1	?	-14.2%	-10.3%	-5.7%	5.0%	-0.4%	-3.9%	-16.5%	2.82µM*	3.5%	-12.6
Fc1cccc(/C=N/Nc2nccnc2Cl)c1	?	-8.3%	21.3µM*	3.7%	?	?	-58.1%[11.5 µM]	4.2%	-2.5%	?	-18.6
CCn1c(SCC(=O)N/N=C/C=C/c2ccccc2[N+](=O)[O-])nnc1-c1ccc(Cl)cc1	?	-0.7%	-4.6%	?	0.1%	35.1%[activator]	-8.5%	-24.0%	15.8%	-0.9%	.
Cc1cccc(NS(=O)(=O)c2c(C(=O)N3CCCC3)c(C)n(C)c2C)c1	14.3%	9.5%	0.4%	-9.4%	0.2%	-7.9%	-0.3%	-23.6%	-1.1%	-0.1%	19.2
N#Cc1ccsc1NC(=O)CN1CCOCC1	-1.8%	4.5%	-0.4%	-12.0%	0.5%	.	-2.1%	.	-41.1%	-5.2%	3.0
O=C(NC1CCCC1)C(c1ccncc1)N(C(=O)c1csnn1)c1ccccc1 (stereo not given)	4.9%	-10.7%	3.0%	4.2%	-1.6%	-0.3%	.	12.0%	9.2%	2.1%	-19.2
Nc1nc(N)n(-c2ccccc2)c(=Nc2ccccc2)n1	-3.0%	1.6%	-0.6%	-11.0%	0.4%	-3.5%	.	?	9.3%	-4.4%	-5.8
CCOC(=O)C1(CCc2ccccc2)CCN(Cc2ccccn2)CC1	-13.5%	-2.5%	4.1%	11.2µM*	-4.1%	5.8%	6.9%	-19.3%	5.01µM*	6.1%	-74.0*
COc1ccccc1C(=O)NCCC(=O)NNC(=O)Cn1ccc(C(F)(F)F)n1	6.5%	-4.5%	3.9%	.	1.1%	.	.	.	.	-0.4%	37.1
COc1ccccc1N(CN1C(=O)c2ccccc2C1=O)C(=O)c1cccc(C)c1	?	11.1%	-1.3%	-1.7%	0.5%	13.2%	9.7%	-5.9%	-23.8%	-5.7%	12.7
Cn1c(=O)c(NC(=O)c2ccccc2)c2n(c1=S)CCCCC2	2.1%	-2.7%	-0.8%	-1.9%	-0.3%	-2.6%	-2.1%	1.5%	31.6%	-7.4%	14.6
O=C(Cc1ccsc1)Nc1ccccc1F	11.2%	8.8%	-0.6%	4.4%	10.0%	4.0%	-1.1%	-19.7%	-1.8%	-0.5%	-25.1
Cc1cc(C)nc(NC(=O)CN2C(=O)c3ccccc3S2(=O)=O)n1	?	-1.4%	9.6%	.	-3.5%	.	.	.	.	-3.8%	0.0
COc1cc(NC(=O)CSc2ncnc3c2cnn3Cc2ccccc2)cc(OC)c1	?	-2.7%	7.1%	5.7%	0.3%	-0.7%	2.1%	13.4%	1.0%	-5.4%	11.7
Cc1ccc(C(=O)NCC(=O)OCC(=O)Nc2ncc(C(F)(F)F)cc2Cl)cc1	5.5%	-2.3%	5.7%	-3.5%	-4.5%	?	3.3%	0.5%	7.9%	-4.0%	15.4
C/C=C/CSc1nc2c(c(=O)[nH]c(=O)n2C)n1C(C)C	?	2.1%	0.1%	2.2%	-3.2%	-13.8%	-1.9%	-4.6%	13.0%	-4.3%	11.2
COC(=O)C1=CO[C@@H](C)[C@H]2CN3CCc4c([nH]c5ccccc45)[C@@H]3C[C@H]12	-27.0%	8.3%	-0.8%	3.1%&-2.0%[17 µM]	-2.0%	.	.	-12.8%&-2.8%[24.8 µM]	2.1%&15.9%[16.9 µM]	-9.2%	1.3
Cn1c(CNC(=O)c2cccs2)n[nH]c1=S	2.5%	-1.6%	2.5%	-2.6%	-3.2%	1.8%	-0.2%	1.0%	-11.3%	-0.9%	-12.4
CCC(C)N(C(=O)CSc1ncnc2sccc12)C1CCS(=O)(=O)C1 (stereo not given)	-1.2%	-2.1%	1.5%	.	-1.0%	.	.	.	.	0.2%	-2.0
Cc1cc(C)c(S(=O)(=O)NCCn2ccc3ccccc32)c(C)c1	12.7%	?	8.6%	?	0.3%	-1.8%	11.1%	13.0%	?	-3.5%	4.1
CCCc1nc(N)c(C#N)c(-c2cccnc2)c1CC	-16.2%	2.7%	-0.2%	0.9%	0.6%	-6.7%	-7.0%	2.8%	-17.7%	-1.4%	10.2
Nc1nc(-c2ccc3c(c2)NC(=O)CO3)cs1	?	1.1%	-9.9%	15.1%	-0.6%	-0.7%	0.5%	10.6%	?	2.6%	15.5
O=C(Nc1ccc(S(=O)(=O)N2CCCCC2)cc1)c1ccncc1	?	-1.2%	-1.4%	1.8%	-3.3%	4.0%	1.3%	2.0%	-12.6%	-6.1%	9.6
COc1ccc2[nH]cc(C(=O)N3CCCCC3)c(=O)c2c1	-0.3%	4.8%	1.2%	-1.1%	0.0%	-6.6%	1.1%	11.8%	-15.8%	3.5%	-1.8
O=c1c([N+](=O)[O-])cccn1Cc1ccccc1Cl	-7.7%	-6.6%	-5.6%	?	-9.1%	?	-0.8%	9.9%	11.8%	0.8%	-19.3
CSc1n[nH]c(NCc2ccccc2)n1	24.4%	-1.8%	-9.2%	-0.6%	-2.6%	0.2%	2.4%	1.8%	14.6%	14.3%	17.2
CC(C)=NNc1nc(-c2ccccc2)cs1	?	-23.9%	19µM*	-28.2%	15.6%	?	-4.8%	?	?	12.3%	-0.8
Cc1nc2ccccn2c1C(=O)NCCCN1CCOCC1	12.8%	-0.9%	-1.6%	.	-0.5%	-1.2%	-11.3%	-14.0%	-34.2%[0.365 µM]	-13.1%	10.1
CC1CCN(C(=O)Cn2cnc3c(cnn3C(C)(C)C)c2=O)CC1	?	-5.0%	?	2.0%	?	-0.2%	6.6%	4.3%	0.0%	3.16µM*	-2.0
COc1ccc(NC(=O)CN(C)S(=O)(=O)c2ccc3c(c2)OCCO3)c2ncccc12	?	0.6%	3.2%	-6.7%	0.9%	15.3%	-0.7%	4.9%	30.5%	2.3%	3.6
O=C(Nc1ccc(S(=O)(=O)N2CCCCC2c2cccnc2)cc1)c1ccccc1F (stereo not given)	?	-5.5%	3.0%	?	0.9%	-6.0%	-8.4%	25.9%	?	-4.2%	16.5
CC(C)CN(C(=O)c1cccc(S(=O)(=O)N2CCN(Cc3ccccc3)CC2)c1)C1CCS(=O)(=O)C1 (stereo not given)	1.8%	0.7%	-0.8%	.	-0.4%	.	.	.	.	-3.5%	-7.1
Cc1ccc(C(=O)N2CCCC(Nc3ccc(C(C)C)cc3)C2)cn1 (stereo not given)	-1.9%	-1.0%	0.6%	4.1%	-3.4%	-9.0%	.	.	18.0%	1.6%	-17.2
CC1CCCC(C)N1CCCNC(=O)Cn1cc2c(n1)CCCC2 (stereo not given)	0.2%	2.3%	1.0%	-3.5%	0.8%	2.1%	11.5%	12.7%	25.6%	-0.4%	-7.4
Cc1cccc(/C=C/C(=O)c2ccc(NC3=NCCCS3)cc2)c1	14.1%	-9.8%	13.5µM*	10.9%	8.1%	.	4.7%	14.8%	-0.3%[10 µM]	18.2%	-32.1
CC(=O)OCC(=O)Nc1ccc(N=Nc2ccccc2)cc1	?	7.0%	12µM*	0.4%	2.82µM*	?	11.0%	-15.1%	5.9%	2.82µM*	-2.6
Nc1cc(S(=O)(=O)C(F)(F)F)ccc1C(=O)O	-7.1%	2.5%	-0.7%	-5.1%	0.2%	11.1%	-0.7%	4.5%	-6.5%	1.0%	3.0
CCCNC(=O)C(Cc1ccc(I)cc1)NC(=O)C1CC1 (stereo not given)	-1.3%	-5.7%	5.4%	.	0.5%	.	.	.	.	-4.4%	-1.9

Some of the compounds tested; rates above refer to the full screens.
